# Compound activity deposited in PubChem by National Center for Advancing Translational Sciences (NCATS).
# Tb PFK inh = T. brucei PFK enzyme inhibition. O15648. T. brucei PFK, ADP-Glo luminescence. Potency, µM (series often up to 57.5 µM), without a hit: top-dose activity, negative = inhibition, actives largely listed as inhibitors. 330,000 compounds, 0.17% hits;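 also: potency is read from the fitted curve at half-maximal effect; 0% = uninhibited 1x PFK enzyme wells and -100% = no-enzyme wells; nearly all actives have a fitted effect of over 60% in size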
#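 Luminescent ADP detection (ADP-Glo, two-step: ATP depletion then ADP-to-ATP conversion for luciferase) reported PFK activity after 45 min room-temperature reaction of 1.25 nM enzyme with 0.5 mM F6P and 0.1 mM ATP at pH 8.0.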
# PKM2 activator = increases activity of human pyruvate kinase M2. purified PKM2, Kinase-Glo ATP luminescence, activation; response scale: 0% is enzyme alone, no compound. Potency, µM (highest dose often 57.5 µM), without a hit: at the top dose activation, hits mostly activators. 260,000 compounds, 0.34% hits; also: potency is read from the fitted curve at half-maximal effect; % is scaled to controls: 0 for no effect and ±100 for the full control effect; nearly all actives have a fitted effect of over 55% in size
#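 Purified hPK-M2 (>95%) run at intermediate activity with 0.1 mM ADP and 0.5 mM PEP in 50 mM imidazole pH 7.2, KCl, MgCl2; 1 h room temperature. ATP formed read by Kinase-Glo luminescence; normalized to uninhibited and no-enzyme controls.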
# B2AR arrestin = recruits beta-arrestin to the human beta2-adrenergic receptor | Potency, µM (titrated, usually from 46.1 µM), inactives show at the highest dose activation, actives largely listed as activators | P07550 | 330,000 compounds, 0.02% hits | beta-arrestin recruitment to beta2AR, cell-based reporter | AID 492947;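 also: potency is read from the fitted curve at half-maximal effect; 0% = DMSO controls and full agonism = EC100 isoproterenol or metaproterenol; nearly all actives have a fitted effect of over 65% in size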
# Target sequence (P07550 whole entry, looked up): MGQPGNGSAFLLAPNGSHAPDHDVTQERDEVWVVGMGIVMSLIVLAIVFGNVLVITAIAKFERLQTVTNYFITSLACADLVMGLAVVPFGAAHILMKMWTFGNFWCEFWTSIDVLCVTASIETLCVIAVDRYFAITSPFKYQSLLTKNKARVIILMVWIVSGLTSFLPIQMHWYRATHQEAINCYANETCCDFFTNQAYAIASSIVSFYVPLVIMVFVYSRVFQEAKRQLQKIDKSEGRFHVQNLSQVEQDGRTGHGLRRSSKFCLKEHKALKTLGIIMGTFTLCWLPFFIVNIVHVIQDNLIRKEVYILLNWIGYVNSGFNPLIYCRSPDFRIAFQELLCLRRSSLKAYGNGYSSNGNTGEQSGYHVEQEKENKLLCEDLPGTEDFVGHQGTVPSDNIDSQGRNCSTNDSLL
# ASM inhibitor = human S-ASM enzyme inhibition; AID 504937; Potency, µM (highest dose often 57.5 µM), without a hit: at the highest dose activity change, negative = inhibition, usual class: inhibitors; 340,000 compounds, 0.006% hits; placental ASM, HMU-PC fluorogenic substrate, 60 min; P17405; also: potency is read from the fitted curve at half-maximal effect
#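 Steps: dispense placental human ASM, pin compound, wait 10 min at room temperature, add HMU-PC0 substrate at 9 uM final, incubate 60 min at 37 °C, add stop solution raising pH to 10, read fluorescence.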
# Menin MLL FP TR = displaces Texas Red mutant MLL peptide from human menin. O00255. Menin + Texas Red MLL mutant peptide, fluorescence polarization. Potency, µM (series often up to 61.6 µM), for the others: top-dose FP activity change, negative = inhibition, usual class: inhibitors. 270,000 compounds, 0.23% hits. AID 1768; active = well fitted inhibition curve with a large enough effect in the polarisation, with a control signal flat, not every such curve was filed as active; inconclusive = small, poorly fitted or top-dose-only effect, or effect the other way, or a change in a side signal; inactive = no such curve, though single readings can be large or run the other way; the % refers to the polarisation; also: potency is read from the fitted curve at half-maximal effect; % of control where 0% means no effect; many of its hits are not listed in these tables
# Target sequence (O00255 whole entry, looked up): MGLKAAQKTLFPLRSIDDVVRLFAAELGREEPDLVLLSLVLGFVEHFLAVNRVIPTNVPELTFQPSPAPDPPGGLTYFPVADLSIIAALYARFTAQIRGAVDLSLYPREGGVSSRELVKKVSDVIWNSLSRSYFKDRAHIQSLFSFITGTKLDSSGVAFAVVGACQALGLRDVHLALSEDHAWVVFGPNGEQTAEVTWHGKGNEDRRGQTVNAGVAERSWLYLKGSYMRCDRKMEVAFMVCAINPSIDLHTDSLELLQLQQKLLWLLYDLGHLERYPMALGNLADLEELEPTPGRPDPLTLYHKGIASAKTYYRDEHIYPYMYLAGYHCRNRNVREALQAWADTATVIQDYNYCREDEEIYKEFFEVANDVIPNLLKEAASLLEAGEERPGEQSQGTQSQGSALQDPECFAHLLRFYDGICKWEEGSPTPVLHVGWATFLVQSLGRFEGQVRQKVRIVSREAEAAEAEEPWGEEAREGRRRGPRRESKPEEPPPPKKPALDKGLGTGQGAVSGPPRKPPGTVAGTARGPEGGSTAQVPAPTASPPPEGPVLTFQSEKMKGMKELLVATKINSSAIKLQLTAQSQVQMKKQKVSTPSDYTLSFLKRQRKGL
# GALK inh = blocks human galactokinase activity. P51570. Purified GALK, Kinase-Glo residual ATP luminescence. Potency, µM (highest dose often 57.5 µM), for inactives: at the highest dose activity change, negative = inhibition, actives largely listed as inhibitors. 270,000 compounds, 0.007% hits; also: potency is read from the fitted curve at half-maximal effect; % is scaled to controls: 0 for no effect and ±100 for the full control effect
#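 Kinase-Glo Plus luminescence measured ATP left after a 1 h room-temperature reaction. The reaction used 5 nM GALK, 100 uM galactose and 35 uM ATP at pH 8.0 (20 mM HEPES, 5 mM MgCl2, 60 mM NaCl, 1 mM DTT, 0.01% BSA).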
# BCR signal inh = chronic active BCR signaling inhibition; ABC-DLBCL IkBa-CBG/CBR reporter, luminescence ratio, 4 h; Potency, µM (top dose mostly 46.1 µM), for inactives: top-dose ratio change, negative = lower green/red ratio, actives largely listed as inhibitors; 340,000 compounds, 0.05% hits; active = well fitted inhibition curve with a large enough effect in the signal ratio, with a control signal flat, not every such curve was filed as active; inconclusive = small, poorly fitted or top-dose-only effect, or effect the other way, or a change in a side signal; the % refers to the signal ratio;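 also: potency is read from the fitted curve at half-maximal effect; plate controls were basal doxycycline-induced cells for no effect and cells given 10 µM MG132 for full effect; MG132 reads +100%, hits lower the ratio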
#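 Compounds up to 46 uM were incubated four hours with TMD8 cells whose green CBG68 luciferase is fused to IkappaBalpha; red CBR luminescence normalised the signal, and concentration-effect curves were fitted to fusion, red and ratio data.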
# PTAP TSG101 blk = blocks PTAP/TSG101 interaction to inhibit HIV-1 budding; Q99816; 340,000 tested, under 10 active; Fluorescence polarization, FITC-PTAP peptide / Tsg101 binding; Potency, µM (doses to about 115 µM), inactives show at the top dose activity change, negative = inhibition, usual class: inhibitors; active = well fitted inhibition curve with a large enough effect in the main read-out, with a control signal flat, not every such curve was filed as active; inconclusive = small, poorly fitted or top-dose-only effect, or effect the other way, or a change in a side signal; inactive = no such curve, though single readings can be large or run the other way; also: potency is read from the fitted curve at half-maximal effect; % of control where 0% means no effect
#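 Fluorescence polarization binding of Tsg101 binding domain (10 uM final) to FITC-labeled PTAP peptide (50 nM final) in HEPES pH 7.5 buffer with NaCl, Tween 20, EDTA, TCEP. Compounds added before peptide; binding 20 min at RT.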
# FBPA coupling cs = coupling enzyme interference in Giardia aldolase counter-screen. coupling enzyme system counterscreen, AmpLite Red fluorescence. activity change, negative = inhibition, % at 58.2 µM, hits read low. 290,000 compounds, 0.67% hits; in the data active = activity change below about -30%; also: % is scaled to controls: 0 for no effect and ±100 for the full control effect
#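 Activity here indicates interference with the coupling reaction, not aldolase inhibition. Compounds at 57.5 uM final met coupling enzymes for 10 min at RT; substrate and AmpLite Red detection followed, with a 525/598 nm fluorescence read after 20 min.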
# Giardia killer = Giardia lamblia killing; Giardia lamblia trophozoite viability; activity change, % at 7.66 µM, hits read low; 340,000 compounds, 0.15% hits; in the data active = activity change below about -80%; inconclusive = between about -30% and that limit;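 also: parasites exposed to compound for two days anaerobically before the ATP read; % is scaled to controls: 0 for no effect and ±100 for the full control effect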
#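 Anaerobic 48 hrs incubation at 37 deg C of 100 trophozoites/well with test compounds; ATPLite 1-Step luminescence, 15-30 min RT, reports cellular ATP as viability.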
# a7 integrin act = activators of alpha7 integrin expression for muscular dystrophy | alpha7betagal myoblasts, beta-gal FDG fluorescence, 48 h | Potency, µM (top dose mostly 38.3 µM), inactives show at the highest dose activation, usual class: activators | 350,000 compounds, 0.064% hits;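 also: potency is read from the fitted curve at half-maximal effect; 100% = response of the positive control SU9516; nearly all actives have a fitted effect of over 60% in size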
#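 Alpha7betagal+/- myoblasts (passage 13) were plated 16-24 hr, then exposed to compounds (1:260 dilution of DMSO stock) for 48 hours at 37C. After MPER lysis, β-galactosidase reporter activity was read as FDG fluorescence (ex 480/em 540) after 30 minutes.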
# * hit, by the source's call; ? = inconclusive; · = not tested or not shown; [ ] = another dose, or the depositor's remark. Unless noted, calls follow the shape of the dose curve; as a rule, active = well fitted curve in the direction sought with a large enough effect; inconclusive = small, poorly fitted or top-dose-only effect, or another doubt; inactive = no such curve, though single readings can be large; an effect the other way counts as inactive or inconclusive. This is a subset; the hit share may differ from the screen's.
# Values in the order: BCR signal inh, Tb PFK inh, FBPA coupling cs, B2AR arrestin, Menin MLL FP TR, ASM inhibitor, GALK inh, PTAP TSG101 blk, Giardia killer, PKM2 activator, a7 integrin act
> COC(=O)c1sccc1NC(=O)Nc1cc(C)ccc1OC
 : ?, -5%, 0, -0.3%, ?, -8%, -5%, -3%, -12, 1%, 45%
> COc1ccc(Nc2nc(N)nc(C(F)(F)F)n2)c(OC)c1
 : ?, -1%, 0, -0.1%, -24%, -1%, 0%, -2%, -5, 4%, 0%
> CCOC(=O)c1c(C)n(C)c2ccc(OC(C)=O)cc12
 : 2%, 0%, 1, -0.7%, -2%, -8%, -1%, -7%, 5, 1%, 0%
> CCn1c(N)c(C(=O)COC(=O)CCc2nc3ccccc3c(=O)[nH]2)c(=O)[nH]c1=O
 : -5%, 3%, ·, -0.2%, ·, 5%, ·, -5%, 26, ·, ?
> Cc1ccccc1N1CCN(S(=O)(=O)c2ccc3oc(=O)ccc3c2)CC1
 : 6%, -1%, -1, -0.2%, -8%, -9%, 3%, -5%, 0, -11%, -2%
> O=C(NC12CC3CC(CC(C3)C1)C2)c1cccnc1Cl
 : 0%, 0%, -1, -0.4%, 14%, 2%, 4%, -1%, -4, 3%, 28%
> CCc1ccc(CNC(=O)CCS(=O)(=O)Cc2ccccc2F)cc1
 : -1%, 0%, 5, 0.0%, ·, 0%, 0%, -5%, -3, -1%, 0%
> NC(=O)C1CCN(C(=O)C(Cc2ccccc2)NC(=O)c2ccccc2)CC1 (centres undefined)
 : 7%, 1%, ·, -1.3%, ·, 4%, ·, 0%, 12, ·, -24%
> Cn1nc(C(C)(C)C)c([N+](=O)[O-])c1C(N)=O
 : ?, 1%, 5, -0.3%, ·, -2%, 0%, 0%, ?, 2%, 9%
> CC1CN(C(=O)CCC(=O)NCc2cccnc2)c2ccccc2O1 (centres undefined)
 : -8%, 3%, 2, 0.0%, -14%, -1%, ·, 1%, 25, 8%, 7%
> CCCCNC(=O)CCn1c(=O)c2ccccc2n(CC(=O)Nc2ccccc2OCC)c1=O
 : -1%, -11%, 1, 0.0%, 5%, 0%, -1%, 0%, -24, -6%, 1%
> CC(OC(=O)c1ccc(F)c(S(=O)(=O)N2CCOCC2)c1)C(=O)NCC1CCCCC1 (centres undefined)
 : 0%, 0%, ·, 0.1%, ·, -2%, ·, -1%, 4, ·, -1%
> O=C(O)c1cc(Cl)c(Cl)cc1C(=O)N(Cc1ccccc1)Cc1ccccc1
 : 4%, -7%, 15, 0.1%, 17%, 13%, 1%, 1%, 13, 1%, 8%
> CCOC(=O)c1ccccc1NC(=O)CSc1nc2ccccc2c(=O)n1CCCN1CCOCC1
 : 0%, 6%, ·, 0.2%, ·, -4%, ·, -5%, -4, ·, 11%
> COCCCNC(=O)Cn1c(=O)n(Cc2ccc(C(=O)NCCc3ccc(OC)c(OC)c3)cc2)c(=O)c2ccccc21
 : -7%, 2%, 1, -0.5%, -3%, 3%, 1%, -1%, -4, 4%, 6%
> Cc1ccc(NC(=O)CC2SC(=NCC3CCCO3)NC2=O)cc1Cl (centres undefined)
 : -14%, 0%, 3, -0.3%, 23%, -4%, -4%, 0%, 7, -3%, 0%
> CCCCOCCCNc1ncnc2c1[nH]c1ccccc12
 : 1%, -4%, 1, -0.2%, 16%, -2%, 3%, -3%, -16, -1%, -48%[inhibitor]
> CCOC(=O)c1sc2nc3c(SCCC#N)cc(C(=O)c4cc(F)ccc4O)cn3c(=O)c2c1C
 : -3%, 0%, -2, -0.5%, -19%, 36%, 1%, 0%, 2, 3%, 14%
> Cc1ccc(C(=O)NCCc2ccc(S(N)(=O)=O)cc2)o1
 : 0%, 1%, 2, -0.1%, 2%, 1%, 9%, -4%, -12, 5%, -1%
> CCCc1nc2ccccc2c(=O)n1/N=C/c1ccc(O)cc1O
 : ?, 5%, 3, 0.0%, ?, 1%, 2%, -4%, -13, 19%, -7%
> COc1ccc(C(=O)OCCN=C2NS(=O)(=O)c3ccccc32)cc1OC
 : 1%, 0%, 4, -0.5%, 13%, 1%, 0%, ·, -13, 1%, -4%
> CCOC(=O)N1CCN(C(=O)CS(=O)(=O)Cc2nc(-c3cccc(OC)c3)oc2C)CC1
 : 2%, -3%, 5, -0.7%, -18%, 4%, 1%, -6%, 8, 7%, 10%
> Cn1c(=O)c2c(ncn2CC(=O)N/N=C/C(Cl)=C/c2ccccc2)n(C)c1=O
 : 2%, 0%, 5, -0.5%, 3%, -9%, -2%, 5%, -7, 5%, -53%[inhibitor]
> COc1ccc(NC(=O)Cc2nn(C)c(=O)c3ccccc23)c2ncccc12
 : -1%, 2%, -3, -0.1%, -1%, ·, 2%, ·, ·, 1%, ·
> O=C(CCCN1C(=O)c2ccccc2C1=O)NCCc1ccc(OC(F)F)cc1
 : ?, 1%, 1, -0.5%, 3%, -16%, 1%, 2%, 17, -2%, 11%
> O=C(CSc1nc(CCC2CCCC2)nc2ccccc12)NCc1ccc2c(c1)OCO2
 : -7%, 0%, 2, -0.7%, -8%, -4%, 1%, 2%, 3, 5%, -35%
> O=C(CNC(=O)c1nn(Cc2ccccc2)c(=O)c2ccccc12)Nc1ccc(F)c(F)c1F
 : 1%, -3%, ·, 0.5%, ·, 1%, ·, -7%, -6, ·, 12%
> COc1ccc(NC(=S)NCCc2c[nH]c3ccccc23)c(OC)c1
 : -8%, 0%, -7, 2.1%, ?, 0%, ·, -4%, 22, 2%, 7%
> N#CC1=C(S)N(c2ccccc2)C(c2cccs2)NC1=O (centres undefined)
 : ?, 8%, -23, -0.8%, ?, 0%, 0%, -4%, 24, -16%, -22%
> Cn1c(SCc2ccccn2)nnc1-c1ccccc1
 : -13%, -7%, -1, -0.7%, -3%, 2%, 3%, -3%, 1, 0%, 0%
> O=C(O)CC(NS(=O)(=O)Cc1ccccc1)c1cccc([N+](=O)[O-])c1 (centres undefined)
 : ?, 1%, 3, -0.3%, -2%, 0%, ·, -1%, -10, ·, -17%
> Cc1ccc(-c2cc(C(=O)N3CCN(c4ccccc4O)CC3)c3ccccc3n2)o1
 : ?, -4%, ·, 0.3%, ·, 476%[activator], -5%, -2%, -13, ·, 43%
> CSc1ccc(S(=O)(=O)Nc2ccc(S(=O)(=O)Nc3ccc(C)cc3)cc2)cc1
 : 8%, -2%, 8, -0.4%, ?, -14%, -3%, -13%, 7, -2%, 4%
> O=C(CNS(=O)(=O)c1ccc(Br)s1)N1CCN(C(=O)c2ccco2)CC1
 : 4%, -5%, 5, 0.0%, 1%, 3%, 3%, 0%, -3, -4%, 9%
> CN(C)c1ccc(NC(=O)c2sc(SCC(=O)Nc3ccc(Br)cc3)nc2N)cc1
 : -10%, -3%, 2, -1.0%, ?, -2%, 0%, -5%, -24, -2%, 1%
> Cc1cccc(NCc2cc(Cl)cc(Cl)c2O)n1
 : -1%, 6%, 2, 0.0%, ?, -2%, -1%, -1%, 14, 2%, 12%
> NC(=O)c1nnsc1-c1ccc(-c2snnc2C(N)=O)cc1
 : 1%, -2%, 4, 0.1%, ?, 2%, 2%, -5%, -5, -2%, -3%
